Screening data from PubChem.
MrgX1 allo act = allosterically activates human MrgX1 receptor signaling. hit rate 0.63% among 310,000. MrgX1-HEK293, Fluo-4 calcium flux, FDSS; active compounds read high. AID 588675. Q96LB2. B-score at 10 µM;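 active means plate-corrected calcium response at least 3 library SD above typical, normal starting fluorescence, not activating the receptor alone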;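 further: compound read alongside a low EC10 to EC30 dose of BAM8-22 agonist; peak minus trough fluorescence over baseline measured at the second addition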
TRPC4 act = opens the mouse TRPC4 cation channel; AID 2237; hit rate 0.49% among 310,000; Q9QUQ5; B-score at 10 µM; HEK293 TRPC4beta/mu-opioid, Fluo4 calcium fluorescence; active compounds read high;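 active means B-score above 5 SD of library B-scores, and initial fluorescence ratio not above library mean plus 5 SD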;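 further: positive B-score marks a calcium rise read as TRPC4 activation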
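Technique: kinetic Fluo4 calcium fluorescence; Test system: TRPC4beta and mu-opioid receptor HEK293 stable cells; Measure: B-scored integrated calcium fluorescence ratio; Benchmarks: low control buffer alone, high control maximal DAMGO; Schedule: 45 min room-temperature Fluo4 loading, 110 s read.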
TMEM16A inh = mouse TMEM16A channel inhibition, primary screen; Q8BHY3; HEK293 TMEM16A/YFP iodide influx fluorescence, ionomycin; normalized B-score (activity score, 25-100; higher = stronger inhibition) at 10 µM; hit rate 1.2% among 310,000; AID 588511;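 active means ratio plate-corrected score three or more library SD toward inhibition, starting fluorescence score within five deviations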;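 further: score derived from kinetic fluorescence span divided by baseline fluorescence per well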
Target sequence (Q8BHY3 whole entry, looked up): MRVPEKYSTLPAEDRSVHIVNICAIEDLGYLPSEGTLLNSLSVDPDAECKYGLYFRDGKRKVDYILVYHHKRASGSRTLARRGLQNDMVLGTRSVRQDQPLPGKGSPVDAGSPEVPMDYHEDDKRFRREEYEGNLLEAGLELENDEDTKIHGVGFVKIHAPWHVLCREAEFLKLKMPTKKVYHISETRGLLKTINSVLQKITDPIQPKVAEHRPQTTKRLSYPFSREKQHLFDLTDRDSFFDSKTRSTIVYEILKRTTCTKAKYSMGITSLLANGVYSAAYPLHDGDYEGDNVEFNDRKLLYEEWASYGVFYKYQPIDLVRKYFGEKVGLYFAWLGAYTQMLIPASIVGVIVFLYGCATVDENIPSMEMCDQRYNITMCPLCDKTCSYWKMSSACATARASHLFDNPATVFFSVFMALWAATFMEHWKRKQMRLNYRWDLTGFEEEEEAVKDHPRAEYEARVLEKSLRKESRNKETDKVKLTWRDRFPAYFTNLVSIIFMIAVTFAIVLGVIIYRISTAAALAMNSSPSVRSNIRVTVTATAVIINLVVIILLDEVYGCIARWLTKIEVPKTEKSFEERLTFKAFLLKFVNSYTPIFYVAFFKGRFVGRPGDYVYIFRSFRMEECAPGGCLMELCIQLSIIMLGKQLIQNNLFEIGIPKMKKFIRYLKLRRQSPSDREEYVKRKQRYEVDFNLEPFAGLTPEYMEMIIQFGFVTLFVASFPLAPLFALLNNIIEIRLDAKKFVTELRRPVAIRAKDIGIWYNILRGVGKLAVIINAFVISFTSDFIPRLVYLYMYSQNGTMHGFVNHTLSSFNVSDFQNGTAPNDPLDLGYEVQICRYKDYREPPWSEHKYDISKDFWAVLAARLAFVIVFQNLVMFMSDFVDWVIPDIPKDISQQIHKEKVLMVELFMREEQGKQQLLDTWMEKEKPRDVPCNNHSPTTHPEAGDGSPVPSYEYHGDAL
TRPC6 activator = activators of mouse TRPC6 channel | Q61143 | HEK293-TRPC6 membrane potential dye fluorescence; active compounds read high | B-score at 10 µM | hit rate 0.13% among 310,000;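 active means B-score of the integrated fluorescence ratio above library mean plus 3 SD, and starting fluorescence ratio within library mean plus 5 SD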;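 further: higher score means more depolarization so channel activation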
TRPC4 potent = TRPC4 (mouse) allosteric potentiation; HEK293 TRPC4beta/mu-opioid, DAMGO EC20, Fluo-4 Ca2+ flux; active compounds read high; B-score at 10 µM; hit rate 0.42% among 310,000;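 active means B-score of calcium response area above 5 SD of library B-scores, with initial fluorescence ratio within 5 SD of library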;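 further: B-score of integrated fluorescence ratio over time as area under calcium response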
MrgX1 antag = human MrgX1 receptor antagonism, primary screen; Q96LB2; MRGX1-HEK293 calcium flux, Fluo-4, BAM8-22 antagonism; active compounds read low; B-score at 10 µM; hit rate 1.3% among 310,000; AID 588676;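 active means calcium-response B-score plate-corrected more than 3 library SD below zero, starting fluorescence within 5 deviations, no agonist response on first addition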;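 further: peak minus trough fluorescence over baseline after final BAM8-22 challenge near maximal dose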
RGS4 block = inhibitors of human RGS4; P49798; HEK293 M3R/RGS4 inducible, Fluo-4 calcium flux; active compounds read high; triggered by carbachol at its EC20; B-score at 10 µM; hit rate 0.45% among 310,000; AID 463165;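 active means B-score, a plate-corrected calcium signal, over three deviations above library mean, with baseline fluorescence within five deviations of library mean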;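 further: RGS4 expression induced by doxycycline in cells with stable M3 receptor; B-score is computed from the integrated fluorescence ratio over baseline after carbachol; higher B-score means a larger calcium signal and so more RGS4 inhibition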
TRPC6 inh = blocks the mouse TRPC6 cation channel | Q61143 | HEK293-TRPC6, membrane potential dye, ACh-evoked depolarization; active compounds read low | B-score at 10 µM | hit rate 1.1% among 310,000 | AID 2553;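 active means B-score under library mean minus 3 SD, initial fluorescence not abnormally high, positive integrated signal ratio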;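 further: B-score derived from integrated fluorescence ratio over the kinetic read; more negative B-score means stronger inhibition of depolarization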
TRPC4 inh = TRPC4 (mouse) channel inhibition | B-score at 10 µM | hit rate 0.39% among 300,000 | AID 2247 | HEK293 TRPC4beta/mu-opioid, DAMGO-evoked Fluo4 calcium flux; active compounds read low;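 active means B-score over 3 SD under the library average, no early fluorescence shift, positive overall ratio signal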
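Assay system: Stable TRPC4beta/mu-opioid receptor HEK293 cells | Reagent: DAMGO in two steps, submaximal then maximal | Compound dosing: Single concentration per test compound | Signal: Fluo4 Ca2+ flux fluorescence | Evaluation: Per-well B score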
MrgX1 agonist = activates human MrgX1 receptor signaling; MrgX1-HEK293 cells, Fluo-4 calcium fluorescence, agonist mode; active compounds read high; B-score at 10 µM; hit rate 0.44% among 310,000;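 active means calcium response B-score plate-corrected fluorescence ratio at least 3 library SD, with starting fluorescence B-score inside 5 SD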
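Assay system: MrgX1-expressing HEK293 cells / Amount: fifteen thousand cells per well / Doses: test compound in the initial addition of three / Timing: cells plated overnight, dye loaded 0.5 h 37 °C, 0.5 h room temperature / Technique: kinetic calcium dye fluorescence, Fluo-4 NW / Control set: positive and negative controls per plate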
TMEM16A act = activates or potentiates the mouse TMEM16A chloride channel. Q8BHY3. HEK293 TMEM16A/YFP-H148Q/I152L, iodide quench fluorescence; active compounds read low. B-score at 10 µM. hit rate 0.3% among 340,000. AID 623877;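 active means fluorescence-ratio B-score plate-corrected deviation score at least 3 library SD below zero, with starting fluorescence score within 5 deviations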;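 further: channel opened by trigger with iodide after compound preincubation; score built on the fluorescence ratio of max minus min over baseline; more negative score means more quench and so TMEM16A activation or potentiation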
Active calls of the source: *; i = inactive; · = not tested or not shown.

Compound | MrgX1 allo act | TRPC4 act | TMEM16A inh | TRPC6 activator | TRPC4 potent | MrgX1 antag | RGS4 block | TRPC6 inh | TRPC4 inh | MrgX1 agonist | TMEM16A act
CCOc1ccc2[nH]c3nc(SCC(=O)NC4CC4)nnc3c2c1 | i | i | i | i | i | i | i | i | i | i | i
Cc1ccc(C(=O)N2c3ccc(F)cc3CCC2C)o1 (stereo not given) | i | i | i | i | i | i | i | i | i | i | i
Cc1ccc(N2CC(C(=O)Nc3cccnc3)CC2=O)cc1 (stereo not given) | i | i | i | i | i | i | i | i | i | i | i
O=C1CN(c2ccccc2Cl)C(=O)CN1c1ccccc1Cl | i | i | i | i | i | i | i | i | i | i | i
C=CCn1c(C)cc(C(=O)CSc2nnc3c(Cl)cc(Cl)cn23)c1C | i | i | i | i | i | i | i | i | i | i | i
CCCCc1ccc(/C(C)=N/Nc2cc(N3CCOCC3)nc(C)n2)cc1 | i | i | i | i | i | i | i | -5.2* | i | i | i
CCC(C)(C)n1nnnc1C(c1ccc2ncccc2c1)N1CCCC(C)C1 (stereo not given) | i | i | i | i | i | -6.3* | i | -7.2* | i | i | i
COC(=O)C1=C(C)Nc2nc(-c3ccccc3)nn2C1c1ccc(C)o1 (stereo not given) | i | i | i | i | i | i | i | i | i | i | i
COc1cc(NS(=O)(=O)c2ccc(NC(C)=O)cc2)cc(OC)c1 | i | i | i | i | i | i | i | i | i | i | i
CC(C)CCn1c(SCC(N)=O)nc2c1c(=O)n(C)c(=O)n2C | i | i | i | i | i | i | i | i | i | i | i
COc1ccc(NC(=O)c2sc3nc(N4CCCC4)c4c(c3c2N)CC(C)(C)OC4)c(OC)c1 | i | i | i | i | i | i | i | i | i | i | i
CC(C)c1nc(N2CCN(C(=O)c3ccco3)CC2)c(C#N)c2c1COC(C)(C)C2 | i | i | i | i | i | i | i | i | i | i | i
CNCC(O)Cn1c2c(c3ccccc31)CCCC2 (stereo not given) | i | i | i | i | i | i | i | i | i | i | i
COc1cc(Cl)c(C)cc1NC(=O)CSc1nc2ccccc2o1 | i | i | i | i | i | i | i | i | i | i | i
N#C/C(=C\c1c(Oc2ccccc2F)nc2ccccn2c1=O)C(=O)NC1CCS(=O)(=O)C1 (stereo not given) | i | i | i | i | i | i | i | i | i | i | i
Nc1nc(NCCCN2CCOCC2)nc(Nc2ccccc2)c1[N+](=O)[O-] | i | i | i | i | i | i | i | i | i | i | i
COc1cccc(OC)c1C(=O)Nc1nnc(-c2cccs2)s1 | i | i | i | i | i | i | i | i | i | i | i
CCNc1c([N+](=O)[O-])c(=O)n(CC)c2ccccc12 | i | i | i | i | i | i | i | i | i | i | i
O=C(/C=C/Nc1ccc(F)cc1)c1cccs1 | i | i | i | i | i | -5* | i | i | i | i | i
CCOCCn1c(SCC)nc2c1c(=O)[nH]c(=O)n2C | i | i | i | i | i | i | i | i | i | i | i
CC(C)NCCOCCSc1ccc(Cl)cc1 | i | i | i | i | i | i | i | i | i | i | i
O=C(CSc1ccc2nnc(-c3cccnc3)n2n1)Nc1ccc(F)cc1 | i | i | i | i | i | i | i | i | i | i | i
CC(=O)N1c2ccc(S(=O)(=O)NCCc3ccccc3)cc2CC1C (stereo not given) | i | i | i | i | i | i | i | i | i | i | i
Cc1nc2ccc(NC(=S)N3CCN(c4ccccn4)CC3)cc2nc1C | i | i | i | i | i | i | i | i | i | i | i
COC(=O)CSc1nnc(CNC(=O)c2ccco2)n1-c1ccc(F)cc1 | i | i | i | i | i | i | i | i | i | i | i
Nc1nnc(CSCc2ccccc2)s1 | i | i | i | i | i | i | i | i | i | i | i
CCC(Oc1ccccc1)C(=O)Nc1ccc(S(=O)(=O)Nc2cc(C)on2)cc1 (stereo not given) | i | i | i | i | i | i | i | i | i | i | i
COc1ccc(CCN(CC(=O)NC(C)(C)C)C(=O)Cn2nnc(-c3ccc(C)o3)n2)cc1OC | i | i | i | i | i | i | i | i | i | i | i
COc1ccc(CC(=O)Nc2ccc3c(C)cc(=O)oc3c2)cc1OC | i | i | i | i | i | i | i | i | i | i | i
O=C(O)CC(Cc1ccc(Br)cc1)C(=O)Nc1ccccc1 (stereo not given) | i | i | i | i | i | i | i | i | i | i | i
COc1ccc(OCC(O)CN2CCN(c3ccccc3)CC2)cc1 (stereo not given) | i | i | i | i | i | i | i | i | i | i | i
CC1CCCCN1C(=O)Cc1ccc(Cl)cc1 (stereo not given) | i | i | i | i | i | i | i | i | i | i | i
CCn1cc2nc(SCC(=O)Nc3ccc(OC)cc3OC)n(Cc3ccc(OC)cc3)c(=O)c2n1 | i | i | i | i | i | i | i | i | i | i | i
CCOCCCNC(=O)CN1C(=O)COc2ccc(S(=O)(=O)N3CCCCCC3)cc21 | i | i | i | i | i | i | i | i | i | i | i
CCN1CCCC1CNC(=O)c1cc2ccc(OC)cc2[nH]1 (stereo not given) | i | i | i | i | i | i | i | i | i | i | i
O=S(=O)(NCC(O)COCc1ccco1)c1cccs1 (stereo not given) | i | i | i | i | i | i | i | i | i | i | i
O=C(O)COCC(=O)Nc1ccc(Oc2ncnc3cc(Cl)ccc23)nc1 | i | i | i | i | i | i | i | i | i | i | i
COc1ccc(C(=O)CC(=O)C(=O)Nc2cccc(F)c2)cc1 | i | i | i | i | i | i | i | i | i | i | i
Cc1ccc(C=Nc2cccnc2N)cc1 | i | i | i | i | i | i | i | i | i | i | i
Cc1ccc(CN2CCN(CCCn3cccn3)CC2CCO)cc1 (stereo not given) | i | i | i | i | i | i | i | i | i | i | i
CCCN1CCN(CCCNC(=O)CN2C(=O)C(CC)Oc3ccccc32)CC1 (stereo not given) | i | i | i | i | i | i | i | i | i | i | i
CC(=O)N1CCSc2ccc(S(=O)(=O)NCCc3ccc(C)cc3)cc21 | 6.9* | i | i | i | i | i | i | i | i | i | i
CCc1ccc(NC(=O)CC2C(=O)NCCN2C(=O)c2ccccc2OC)cc1 (stereo not given) | i | i | i | i | i | i | i | i | i | i | i
C/C(=N/NC(=O)c1sc(NS(=O)(=O)c2ccccc2)nc1C)c1ccccc1 | i | i | i | i | i | i | i | i | i | i | i
CC1CC(C)CN(CCCNC(=O)CCNC(=O)Cn2cnc3ccccc3c2=O)C1 (stereo not given) | i | i | i | i | i | i | i | i | i | i | i
O=C1CCCc2nc3c(cc21)C(O)Oc1c-3ccc2ccccc12 (stereo not given) | i | i | i | i | i | i | i | i | i | i | i
CC1CCCC(C)N1CC(C)(C)NS(=O)(=O)c1ccc(Cl)cc1 (stereo not given) | i | i | i | i | i | i | i | i | i | i | i
Cc1occc1C(=O)NC(C)C1CCCO1 (stereo not given) | i | i | i | i | i | -9.3* | i | i | i | i | i
C/C(=N\OCc1ccccc1)c1c(O)cc(C(C)C)n(-c2ccccc2)c1=O | i | i | i | i | i | i | i | i | i | i | i
O=C1CC2(CCN(C(=O)C(=O)c3c[nH]c4ccccc34)CC2)Oc2ccccc21 | i | i | i | i | i | i | i | i | i | i | i
Cc1onc(-c2ccccc2)c1C(=O)Nc1sc2c(c1C(N)=O)CCC2 | i | i | i | i | i | i | i | i | i | i | i
Cc1ccccc1CS(=O)(=O)Cc1ccc(C(=O)NCCc2ccccc2)o1 | i | i | i | i | i | i | i | i | i | i | i
CC1CC(C)CN(S(=O)(=O)c2ccc(C(=O)N3CCCC3)cc2)C1 (stereo not given) | i | i | i | i | i | i | i | i | i | i | i
COc1cccc(/C=C/c2ccncc2)c1OC | i | i | i | i | i | i | i | i | i | i | i
N#CC1(NC(=O)CN2CCN(S(=O)(=O)c3ccccc3F)CC2)CCCC1 | i | i | i | i | i | -4.9* | i | i | i | i | i
Cc1ccc(C)c(N(CC(=O)NC2CCCC2)C(=O)CCC(=O)Nc2nccs2)c1 | i | i | i | i | i | i | i | i | i | i | i
COC(=O)C1=C(C)NC(C)=C(C(=O)OC)C1/C=C/c1ccccc1 | i | i | i | i | i | i | i | i | · | i | i
Cc1cccc(CCNC(=O)CN(C)S(=O)(=O)c2ccc3c(c2)c(=O)n(C)c(=O)n3C)c1 | i | i | i | i | i | i | i | i | i | i | i
Cc1noc(C)c1S(=O)(=O)N1CCN(c2ccc([N+](=O)[O-])cc2)CC1 | i | i | i | i | i | i | i | i | i | i | i
Cc1nc(-c2ccccc2)sc1C(=O)CSc1ccc(Cl)cc1 | i | i | i | i | i | i | i | i | i | i | i

New compounds follow
Compound | MrgX1 allo act | TRPC4 act | TMEM16A inh | TRPC6 activator | TRPC4 potent | MrgX1 antag | RGS4 block | TRPC6 inh | TRPC4 inh | MrgX1 agonist | TMEM16A act
COc1ccc(NC(=O)CSc2nc3c(cc2C#N)CN(C)CC3)cc1 | i | i | i | i | i | i | i | i | i | i | i
O=C(Nc1cc(Cl)ncn1)c1ccccc1 | i | i | i | i | i | i | i | i | i | i | i
CC(C)c1cc(C(=O)N2CCCC(Nc3ccc(F)cc3)C2)nc(N)n1 (stereo not given) | i | i | i | i | i | i | i | -5.9* | i | i | i
O=C(Nc1ccccc1)C1CCCN(S(=O)(=O)c2ccc(-n3cnnn3)cc2)C1 (stereo not given) | i | i | i | i | i | i | i | i | i | i | i
COc1ccc(NC(=O)CN(C)CC(=O)Nc2ccccc2SC)cc1 | i | i | i | i | i | i | i | i | i | i | i
Cc1nc2ccccc2c(=O)n1/N=C/c1ccco1 | i | i | i | i | i | i | i | i | i | i | i
O=C(CSCc1ccc(F)cc1)NC1CCCC1 | i | i | i | i | i | i | i | i | i | i | i
COc1ccc(/C(N)=N/OC(=O)Cc2ccc(OC)c(OC)c2)cc1 | i | i | i | i | i | i | i | i | i | i | i
